# Screening results: PubChem, National Center for Advancing Translational Sciences (NCATS)
# Shiga toxin inh: A qHTS for Small Molecule Inhibitors of Shiga Toxin. Vero cells, Shiga toxin protein synthesis inhibition reporter. inhibition, % at 38.7 µM. 290,000 compounds, 9.2% hits. AID 2315, 2010; in the data active means inhibition mostly above about 28%, no sharp cut-off; inactive means mostly below about 43%; further: 0% is about no effect
# Giardia FBPA inh: qHTS Assay for Inhibitors of Fructose-1,6-bisphosphate Aldolase from Giardia Lamblia | A8B2U2 | 290,000 compounds, 0.71% hits | purified Giardia FBPA | Potency, µM (doses to about 59.6 µM), inactives show at the highest dose activity, negative = inhibition, usual class: inhibitors | AID 2451, 2010; further: potency means the concentration at half of the fitted maximal effect; on the % scale 0 is the no-effect control and ±100 the full control effect; nearly all actives have a fitted effect of over 55% in size
# Target sequence (A8B2U2 whole entry, looked up): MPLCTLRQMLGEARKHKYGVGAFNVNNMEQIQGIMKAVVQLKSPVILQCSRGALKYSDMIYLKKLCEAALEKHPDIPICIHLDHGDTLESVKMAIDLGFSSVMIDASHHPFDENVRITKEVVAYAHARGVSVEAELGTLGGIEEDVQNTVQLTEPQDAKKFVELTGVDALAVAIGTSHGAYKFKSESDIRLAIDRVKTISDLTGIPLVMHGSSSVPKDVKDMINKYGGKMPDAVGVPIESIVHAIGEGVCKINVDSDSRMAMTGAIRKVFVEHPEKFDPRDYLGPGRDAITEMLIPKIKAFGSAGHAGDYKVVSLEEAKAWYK
#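 Giardia FBPA (40 nM reagent) was preincubated 10 min at RT with compound (up to 57.5 uM final), then substrate plus GAPDH/TPI/NAD/arsenate coupling system with diaphorase/resazurin was added; resorufin fluorescence (525/598 nm) was read after 20 min.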
# Pf growth 96h: Primary qHTS for delayed death inhibitors of the malarial parasite plastid, 96 hour incubation; P. falciparum luciferase reporter growth, 96 h; Potency, µM (doses to about 28.7 µM), for inactives: at the highest dose activity change, negative = inhibition, most hits filed as inhibitors; 320,000 compounds, 6.9% hits; further: potency means the concentration at half of the fitted maximal effect; on the % scale 0 is the no-effect control and ±100 the full control effect
#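 Readout is luminescence from an integrated firefly luciferase in P. falciparum. Red cells, 2% hematocrit and 0.05% parasitemia final, were cultured with compound through two parasite generations (96 hours) at 37 C, 5% CO2.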
# Cycloheximide cs: Cycloheximide Counterscreen for Small Molecule Inhibitors of Shiga Toxin; cell reporter, cycloheximide protein synthesis inhibition counterscreen; max response, %; 300,000 compounds, 12% hits; AID 2314, 2010; in the data active means max response mostly above about 13%, no sharp cut-off; inactive means mostly below about 14%; further: read at 38.3 µM for the half of the compounds with a filed dose; 0% is about no effect
# HCV inh: qHTS Assay for Inhibitors of Hepatitis C Virus (HCV); Huh7.5.1 HCVcc-Cre infection, luciferase reporter, 44 h; Potency, µM (series often up to 41.8 µM), for inactives: at the top dose activity change, negative = inhibition, hits mostly inhibitors; AID 651820, 2012; 340,000 compounds, 3.4% hits; further: potency means the concentration at half of the fitted maximal effect; on the % scale 0 is the no-effect control and ±100 the full control effect
#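 Cells seeded at 1,000/well and cultured 4 h, then compounds added followed by HCVcc-Cre virus (~0.5 moi). After 44 h further culture, luciferase substrate was added, plates held 15 min at room temperature, and luminescence read for 15 sec.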
# Pf growth 48h: Primary qHTS for delayed death inhibitors of the malarial parasite plastid, 48 hour incubation | P. falciparum luciferase growth in erythrocytes, 48 h | Potency, µM (highest dose often 28.7 µM), without a hit: at the top dose activity change, negative = inhibition, usual class: inhibitors | 310,000 compounds, 5.9% hits; further: potency means the concentration at half of the fitted maximal effect; on the % scale 0 is the no-effect control and ±100 the full control effect
#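 Parasite viability was followed by luminescence of a genomically integrated firefly luciferase. Cultures held 0.1% parasitemia at 2% hematocrit (final), incubated under 5% CO2 at 37 C.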
# * hit, by the source's call; i = inactive; ? = inconclusive; . = no result given; [ ] = remark or other dose. Unless noted, the call rests on the fitted dose curve; in most records, active means well fitted curve in the direction sought with a large enough effect; inconclusive means small, poorly fitted or top-dose-only effect, or another doubt; inactive means no such curve, though single readings can be large; an effect the other way counts as inactive or inconclusive. No enrichment for hits; 24% or so of the library scored in one or more.
SMILES,Shiga toxin inh,Giardia FBPA inh,Pf growth 96h,Cycloheximide cs,HCV inh,Pf growth 48h
Cc1cc(NC(=O)CSc2nc3c([nH]c4ccccc43)c(=O)n2-c2cccc(C(F)(F)F)c2)no1,6,5%,9.3µM*,-2,?,12µM*
COC(CNc1ncnc2c1cnn2C)OC,-5,14%,141%[activator],-1,16%,38%[activator]
Cc1cc(C)c(C)c(S(=O)(=O)NCCCN2CCCC2=O)c1C,16,12%,100%[activator],-2,-7%,2%
COC(=O)c1scc(C)c1N/N=C(\C)c1cc(F)c(Cl)cc1F,-3,-1%,23%,1,6%,.
O=C(c1ccc(Cl)cc1)C1CCCN(C2CCSCC2)C1 (stereo unspecified),-15,2%,70%[activator],-2,-30%,?
O=C(CNS(=O)(=O)c1ccc(Br)s1)NCc1ccc2c(c1)OCO2,-8,12%,?,-4,-23%,29%
C#CCOCCOCCOCCNc1nc(N2CCN(C(=O)Cn3cc(CCCCN)nn3)CC2)nc(N2CCN(C(=O)[C@H]([C@@H](C)CC)n3cc(CCCN=C(N)N)nn3)CC2)n1,.,.,?,.,23%,0.74µM*
COc1ccc(CC(=O)N2CCN(S(=O)(=O)c3cccs3)CC2)cc1OC,-8,2%,-2%,0,0%,-6%
O=C(N/N=C/c1ccco1)C1CC1,33,-2%,7%,4,-3%,8%
COc1ccc(OC)c(NC(=O)CSc2nnc(-c3ccco3)n2-c2ccccc2)c1,-15,5%,57%[activator],-1,?,?
CCOC(=O)c1c(NC(=S)NC(=O)c2cnn(CC)c2)sc2c1CCC(C)C2 (stereo unspecified),-14,0%,63%[activator],-2,?,-1%
CCOc1cc(C2NC(=O)NC(C)=C2C(=O)OC(C)CC)cc(Br)c1O (stereo unspecified),10,2%,-16%,1,?,-24%
COc1ccccc1NC(=S)NCCc1ccccc1,5,-5%,?,15,-28%,15%
c1ccc2c(NC3=NCCCCS3)cccc2c1,22,5%,-22%,-4,5%,7%
CCOc1cc(-n2cnnn2)c(OCC)cc1NC(=O)c1cnccn1,-4,1%,5.2µM*,-2,-5%,-3%
CCOc1ccc2ncc(S(=O)(=O)c3ccccc3)c(N3CCC4(CC3)OCCO4)c2c1,-2,-1%,10µM*,-2,1%,13µM*
CCOC(=O)c1c(NC(=O)C2=C(C)NC(=S)NC2c2ccc(F)cc2)sc(C)c1C (stereo unspecified),20,-1%,?,1,8.9µM*,?
Cc1noc(C)c1C(=O)NC1CCCc2ccccc21 (stereo unspecified),-5,-1%,.,1,4%,5%
CN(CC(=O)Nc1ccc(Cl)c(C(F)(F)F)c1)CC(=O)NC1CCCCC1,.,.,?,.,?,?
C[C@@H]1CC=C[C@H]2[C@H]1C(=O)N(Cc1ccccc1)[C@H]2c1ccc(Br)cc1F,-4,5%,-88%,-4,?,?

# Record cards (already shown).
# CCOc1cc(C2NC(=O)NC(C)=C2C(=O)OC(C)CC)cc(Br)c1O (stereo unspecified) as listed: Shiga toxin inh: 10; Giardia FBPA inh: 2%; Pf growth 96h: -16%; Cycloheximide cs: 1; HCV inh: ?; Pf growth 48h: -24%
# Cc1cc(C)c(C)c(S(=O)(=O)NCCCN2CCCC2=O)c1C as listed: Shiga toxin inh: 16; Giardia FBPA inh: 12%; Pf growth 96h: 100%[activator]; Cycloheximide cs: -2; HCV inh: -7%; Pf growth 48h: 2%

# Carrying on:
SMILES,Shiga toxin inh,Giardia FBPA inh,Pf growth 96h,Cycloheximide cs,HCV inh,Pf growth 48h
CC[C@@]12C(=O)N(c3cccc(Br)c3)C(=O)N1[C@H](c1ccc(OC)cc1)[C@@H]1C(=O)N(C(C)(C)C)C(=O)[C@@H]12,.,.,?,.,-1%,?
COc1ccc(C2=NN(CC(=O)Nc3cc(C)ccc3C)C(=O)CC2)cc1,-2,0%,?,-3,-17%,-10%
O=C(CCCn1ncn2c(cc3occc32)c1=O)NCc1ccccc1F,-4,4%,?,2,-5%,-13%
CN1CCN(c2ccc(NC(=O)c3ccc(-c4ccc(Br)cc4)o3)cc2)CC1,50,1%,8%,9,10µM*,10µM*
CCc1noc(C)c1C(=O)N1CCN(S(=O)(=O)c2ccc(Br)cc2Cl)CC1,.,.,?,.,-23%,?
Cc1c(C(=O)O)oc2c(F)cccc12,-3,-8%,i,-1,-16%,16%
Fc1ccc(C2=NNC(=NCc3ccccc3)SC2)cc1F,64*,1%,?,34*,-7%,?
c1ccc(-c2cn3cccnc3n2)cc1,59*,3%,-25%,16*,-15%,46%[activator]
O=C(CN1CCN(c2ccccn2)CC1)Nc1ccc2ccccc2c1,60*,-6%,36%[activator],45*,9%,-14%
CC(C)C(=O)Nc1c(C(=O)N2CCN(c3ncccn3)CC2)oc2ccccc12,32,-12%,11%,3,-18%,?
COc1ccc(/C=N\NC(=O)c2ccc([N+](=O)[O-])c(C)c2)cc1COc1ccccc1C(N)=O,-20,.,-1%,4,?,?
Cc1cccc2cc(CN(C(=O)c3cccc([N+](=O)[O-])c3)C(C)C)c(=O)[nH]c12,-4,13%,-16%,-1,-9%,-10%
Cc1ccc(NC(=S)NCCCN2CCOCC2)cc1,10,0%,?,-4,1%,-10%
CCOP(=S)(OCC)SCC(=O)NC(C(=O)O)C(C)C (stereo unspecified),-20,6%,.,-3,-4%,16%
Cc1ccccc1OCCC(=O)N(CC(C)C)c1c(N)n(Cc2ccccc2)c(=O)[nH]c1=O,.,.,?,.,-4%,12µM*
COc1ccccc1-c1sc2ccccc2c1-c1ccc2c(c1)OCO2,1,1%,5.2µM*,1,?,4.7µM*
CCOC(=O)CC(=O)CSc1ccc2nnc(-c3ccc(F)cc3)n2n1,8,9%,.,-5,10%,?
COc1ccccc1NS(=O)(=O)c1ccc2[nH]c(=O)[nH]c2c1,2,-7%,?,-1,-11%,8%
CC(=O)N1c2ccc(S(=O)(=O)N3CCC(C(=O)NC4CCC(C)CC4)CC3)cc2CC1C (stereo unspecified),-4,-2%,5.2µM*,17,-14%,?
O=Cc1c(NCc2ccccc2F)c2ccccc2[nH]c1=O,-10,-8%,35%[activator],-1,14%,2%
O=C(N/N=C/C(Cl)=C/c1ccc([N+](=O)[O-])cc1)C(=O)Nc1cccc(C(=O)O)c1,-3,-8%,57%[activator],1,-3%,33%[activator]
COc1cc(C2NC(=O)NC(C)=C2C(=O)OCC2CCCO2)ccc1O (stereo unspecified),-3,2%,23%,-1,1%,20%
COc1cc(NC(=O)COc2cc(O)c3c(c2)OC(C)(C)CC3=O)cc(OC)c1,3,18%,?,7,2.8µM*,-23%
O=C(O)C1CC=CCC1C(=O)Nc1ccccc1Cl (stereo unspecified),-4,3%,5%,1,8%,13%
Brc1ccc(N=Nc2ccc3ccccc3n2)cc1,54*,3%,?,36*,-25%,0.33µM*
Cc1cccc(C(=O)Nc2cccc(C(=O)N/N=C/c3cccc(C)n3)c2)c1,28,-18%,0%,10,-5%,-22%
COc1ccc(NC(=O)CCC(=O)Nc2cc(OC)c(NC(=O)c3cccs3)cc2OC)cc1,-16,6%,?,17,-20%,-10%
CC(=O)c1cccc(S(=O)(=O)NC2CC2)c1,-5,1%,64%[activator],3,-29%,16%
Cc1c(Cl)c([N+](=O)[O-])nn1Cc1ccc(C(=O)Nc2ccc(Cl)cn2)o1,-11,-1%,?,-2,-4%,-14%
O=C(NCc1cccc(Cl)c1)c1ccc2nc[nH]c2c1,-7,7%,25%,1,5%,6%
CC(OC(=O)c1ccc(F)c(S(=O)(=O)N2CCOCC2)c1)C(=O)NCC1CCCCC1 (stereo unspecified),.,.,?,.,0%,-21%
CCCCCCn1ccc(=N)cc1,-9,1%,0.47µM*,7,0.79µM*,3.3µM*
C#CC1CN(Cc2ccccc2)CC(C#C)N1C (stereo unspecified),-21,-13%,33%[activator],-3,18%,25%
O=C(O)c1cc(-n2nnnc2SCc2ccccc2F)ccc1Cl,8,?,13%,-3,-5%,13%
COC(=O)CCc1c(C)nc(N)[nH]c1=O,-4,0%,.,-4,27%,4%
COCCOC(=O)/C(=C/c1ccc(OC(=O)c2ccccc2)cc1)C(C)=O,11,3%,-22%,9,-1%,24%
C#CC[N+](C)(C)CC#Cc1ccc(Cl)cc1,-6,4%,?,-6,-20%,1.7µM*
CCOCc1nnc(NC(=O)c2cc(C(=O)OC)cc([N+](=O)[O-])c2)s1,1,17%,14%,-2,-2%,-15%
c1ccc(-c2nc3c([nH]2)CCc2nonc2-3)cc1,78*,?,-9%,31*,5%,50%[activator]
CC(=O)Nc1ccc(NC(=O)CCN2C(=O)C3CC=CCC3C2=O)cc1 (stereo unspecified),.,.,8%,.,11%,-5%
CC(=O)N1CCN(S(=O)(=O)c2ccc(S(=O)(=O)NC3CC3)cc2)CC1,-11,1%,.,-1,0%,12%
COc1ccc(Br)cc1/C=N/NC(=O)CN1CCN(Cc2ccccc2)CC1,14,-8%,46%[activator],-2,?,81%[activator]
Cc1ccc(Cl)cc1NC(=O)COC(=O)C1CCCC1,-4,-2%,3%,-1,9%,22%
CCC(=O)N(CCc1ccc(S(N)(=O)=O)cc1)C1CC(=O)N(c2ccc(OC)cc2)C1=O (stereo unspecified),-7,2%,14%,0,0%,15%
C/C(=N\NC(=O)C(=O)Nc1cc(C)ccc1C)c1ccncc1,-3,5%,2%,1,-20%,11%
COc1oc(-c2ccccc2C)nc1C(F)(F)F,3,12%,35%[activator],1,2%,-10%
O=c1oc2cc([N+](=O)[O-])ccc2nc1/C=C(O)/C=C/c1ccccc1,10,-20%,-1%,15,.,-1%
CCOc1ccc(S(=O)(=O)N(C)c2ccc(OCC(=O)OCc3c(C)noc3C)cc2)cc1,-13,-1%,?,14,3%,?
CCCOc1ccc(/C=C/C(=O)NCc2ccccc2)cc1,12,3%,-21%,-2,1%,?
COc1ccc(Cl)cc1/C=C1/C(=O)ON=C1C,-8,3%,17%,-4,3%,1%[0.00184 µM]
Cc1ccc2nc(C)cc(Nc3ccc([N+](=O)[O-])cc3)c2c1,-10,7%,?,-6,3.5µM*,0.74µM*
Cc1ccc(N(CC(O)CN2CCCCC2)S(=O)(=O)c2ccc(C)cc2)cc1 (stereo unspecified),25,-1%,?,-2,8%,-5%
Cc1ccnc(NCc2c(O)ccc3ccccc23)c1,49,-5%,0.093µM*,5,-5%,1%
COc1ccc(CNCC(O)(c2ccc(F)cc2)c2ccc(F)cc2)cc1OC,11,2%,2.9µM*,11,?,4.1µM*
C1CN(CCN2CCOCC2)CCN1,.,-3%,-33%,-3,12%,-15%
CC(=O)Oc1ccc(N2C(=O)CCC2=O)cc1,-5,0%,-12%,-1,8%,23%
CCS(=O)(=O)c1nc(S(=O)(=O)c2ccc(C)cc2)c(N2CCCC(C)C2)s1 (stereo unspecified),1,.,?,-2,0%,?
CN(C(=O)CSc1nc2c(cnn2-c2ccccc2)c(=O)[nH]1)C1CCS(=O)(=O)C1 (stereo unspecified),-5,-5%,?,-2,.,-1%
O=S(=O)(O)c1cccc2c(N=Nc3ccc(O)c4ncccc34)cccc12,-4,?,-17%,1,?,?
O=C(O)CSc1cc(NS(=O)(=O)c2ccc(Cl)cc2)c2ccccc2c1O,18,4µM*,?,14,?,?

# Quoted at random: 3 records from the list, in no set order.
SMILES,Shiga toxin inh,Giardia FBPA inh,Pf growth 96h,Cycloheximide cs,HCV inh,Pf growth 48h
CC[C@@]12C(=O)N(c3cccc(Br)c3)C(=O)N1[C@H](c1ccc(OC)cc1)[C@@H]1C(=O)N(C(C)(C)C)C(=O)[C@@H]12,.,.,?,.,-1%,?
CCc1noc(C)c1C(=O)N1CCN(S(=O)(=O)c2ccc(Br)cc2Cl)CC1,.,.,?,.,-23%,?
O=Cc1c(NCc2ccccc2F)c2ccccc2[nH]c1=O,-10,-8%,35%[activator],-1,14%,2%
